ERK EGF inh: EGF-driven ERK pathway inhibition; 130,000 compounds, 0.41% hits; Potency, µM (top dose mostly 11.5 µM), for inactives: at the top dose activity change, negative = inhibition, usual class: inhibitors; AID 1454; HEK293-V1b, EGF-stimulated phospho-ERK AlphaScreen; active means well fitted inhibition curve with a large enough effect; inconclusive means small, poorly fitted or top-dose-only effect, or effect the other way;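 further: plate controls were stimulated vehicle wells for no effect and unstimulated vehicle basal for full effect; nearly all actives have a fitted effect of over 55% in size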
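Homogeneous cell-based phospho-ERK assay: HEK293/V1b cells in 1% FBS, compound 30 min then EGF 5 min, AlphaScreen luminescence. Activity normalized between DMSO and 25 nM EGF controls; AC50 from Hill modelling.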
Active calls of the source: *; ? = inconclusive; & = joins results of further samples; [ ] = dose if it differs, or a comment. Potency means the concentration at half of the fitted maximal effect.

SMILES	ERK EGF inh
Cc1c(Cc2ccccc2)c(=O)oc2c(CN(C)C)c(O)c(Cl)cc12	-1.5%[57.5 µM]
COC(=O)c1ccc(CN2CCCC(CCC(=O)NCc3ccc(C)o3)C2)cc1 (stereo not given)	1.8%
CS(=O)(=O)Nc1ccc2[nH]c(=O)[nH]c2c1	1.1%
CCOC(=O)C(C(=O)c1ccccc1)C1CC(C)NC(=S)N1 (stereo not given)	-1.3%
O=C(O)c1ccc(-c2nnn(Cc3cccc(C(F)(F)F)c3)n2)cc1	8.6%[57.5 µM]
N#Cc1ccc(N2CCc3ccccc3C2)c([N+](=O)[O-])c1	?
Cc1ccc(C2C3C(=O)N(c4ccccc4)C(=O)C3N3CCCN23)cc1 (stereo not given)	20.9%[57.5 µM]
Cc1cccc2c(=O)c(Br)c(C)n(Cc3ccccc3)c12	3.5%
CCC1=NN(C(=O)Cc2ccc([N+](=O)[O-])cc2)C(O)(c2ccncc2)C1 (stereo not given)	4.1%
CCC(=O)NC(c1cccs1)c1ccc2cccnc2c1O (stereo not given)	?
CC1=C(C(=O)OC(C)C)C(c2ccc(C)o2)C(C(=O)OC(C)C)=C(C)N1	-7.7%[57.5 µM]
CCOC(=O)/C(C#N)=C1\C(=O)N(Cc2ccccc2)c2ccccc21	?
CC(C)[C@H](CO)Nc1nc(Nc2ccc(C(=O)O)c(Cl)c2)c2ncn(C(C)C)c2n1	-11.0%
Cc1cccc(NC(=S)NCc2ccc3c(c2)cc(C)n3C)c1C	-3.6%
Cc1nc(SCC(=O)c2ccc(F)c(F)c2)[nH]c(=O)c1Oc1ccc(Cl)cc1	-2.7%[57.5 µM]
O=C(Nc1ccc(OCc2ccccc2)cc1)c1ccccc1	-1.4%
COc1ccc(-c2nc3nc(N)nn3cc2C)cc1F	6.5%
COc1cc(/C=C2/C(C)=C(C#N)c3nc(N)c(C#N)c(C)c32)ccc1OCC(=O)O	-15.6%
COc1ccccc1N1CCN(CCCCN2C(=O)c3ccccc3C2=O)CC1	31.0%&-5.1%
CCCCC/C=C\C/C=C\C/C=C\C/C=C\CCCC(=O)O[C@@H](CO)COC(=O)CCCCCCCCCCCCCCCCC	13.3%
O=C(/C=C/c1ccc([N+](=O)[O-])cc1)NCCSCc1ccco1	-0.9%
CN(C)c1ccc(/C=C/C(=O)c2ccc(O)cc2)cc1[N+](=O)[O-]	-4.7%[57.5 µM]
CCC(=O)N(CC(=O)Nc1sc(C)c(C)c1C(N)=O)C1CCCC1	11.4%
CS(=O)(=O)N1CCN(C(=S)NCc2ccc(Cl)cc2)CC1	-0.5%[57.5 µM]
Cc1cccn2cc(-c3cccc(NC(=O)c4cccs4)c3)nc12	2.0%
O=C(NNC(=S)Nc1ccc(Cl)cc1Cl)c1ccc(N2CCOCC2)c([N+](=O)[O-])c1	-3.1%
COc1ccc(CC(=O)Nc2cc(NC(=O)Cc3ccc(OC)c(OC)c3)cc(C(=O)O)c2)cc1OC	-1.0%
CCC(C)(C)NC(=O)C(c1ccc(F)cc1)N(Cc1ccccc1)C(=O)c1cnccn1 (stereo not given)	-1.8%
CCCN1CNc2c(c(=O)[nH]c(=S)n2-c2ccccc2Cl)C1	-5.4%
Cc1ccc(NC(=O)COC(=O)CCNS(=O)(=O)c2ccc(C)c(C)c2)cc1	-5.9%
COc1ccc(/C=C(\NC(=O)c2ccc(C)cc2)C(=O)Nc2c(C)n(C)n(-c3ccccc3)c2=O)cc1	0.3%
CC(=O)N1CCN(S(=O)(=O)c2cccc(C(=O)Nc3ccc4c(c3)CCC4)c2)CC1	8.7%
COC(=O)[C@H](CC(C)C)NC(=O)Nc1ccccc1F	0.8%[57.5 µM]
C/C=C/C=C\C(=O)Nc1cccc(C2=NOC3(C2)C[C@H](C(N)=O)N(C(=O)CC#N)C3)c1 (stereo not given in full)	0.5%[57.5 µM]
Cc1ccc(-n2cccn2)cc1	-3.9%
CCCC[C@@H]1CNC(=S)N1CCc1cccc(F)c1	2.4%[57.5 µM]
O=C(CSc1ccccn1)N/N=C/c1c[nH]c2ccccc12	-17.3%
CCOc1ccc(C(=O)NCC(=O)N2CCc3ccccc3C2)cc1OCC	-5.8%
N/C(Cc1ccc(Cl)cc1Cl)=N\OC(=O)c1ccccc1	-1.0%
C=CCn1c(=O)n(C(=O)OCC)c2cc(Br)ccc21	-5.4%
CC[C@H](C)C1NC(=O)[C@H](CC(=O)O)NC(=O)c2cc([N+](=O)[O-])cc(I)c2NCCC(C(N)=O)NC1=O (stereo not given in full)	1.4%
CC1=NN(c2ccccc2)C(=O)/C1=C/c1cn(C)c2ccccc12	?
COc1ccc(C(C)NC(=O)c2ccc(Br)cc2)cc1OC (stereo not given)	5.4%
O=C(NC(=S)Nc1ccc(N2CCOCC2)cc1)c1ccc(Cl)cc1	7.9%
CC(=O)Oc1ccc(/C=C/C(=O)CC2OC(Oc3cc(OC(C)=O)c4c(c3)O[C@@H](c3ccc(OC(C)=O)cc3)CC4=O)C(OC(C)=O)C(OC(C)=O)C2OC(C)=O)cc1 (stereo not given in full)	-10.7%
CC1=C(O)C(=O)OC1c1c(Cl)cccc1Cl (stereo not given)	7.8%[57.5 µM]
CC(C)N1CCC(N2CCN(CCCn3cccn3)CC2CCO)CC1 (stereo not given)	5.7%
CCC(=O)Oc1ccc2c(C)cc(=O)oc2c1C(=O)CC	-2.8%[57.5 µM]

Some of the entries so far, with each value named:
> COc1ccc(C(C)NC(=O)c2ccc(Br)cc2)cc1OC (stereo not given)
- ERK EGF inh: 5.4%
> O=C(NC(=S)Nc1ccc(N2CCOCC2)cc1)c1ccc(Cl)cc1
- ERK EGF inh: 7.9%
> CC(=O)Oc1ccc(/C=C/C(=O)CC2OC(Oc3cc(OC(C)=O)c4c(c3)O[C@@H](c3ccc(OC(C)=O)cc3)CC4=O)C(OC(C)=O)C(OC(C)=O)C2OC(C)=O)cc1 (stereo not given in full)
- ERK EGF inh: -10.7%
> CC1=C(O)C(=O)OC1c1c(Cl)cccc1Cl (stereo not given)
- ERK EGF inh: 7.8%[57.5 µM]

(next part)
SMILES	ERK EGF inh
CC(C)Nc1ncnc2c1cnn2-c1ccccc1	10.7%
COc1cc2cccc(OC)c(=O)c2c(OC)c1OC	-8.8%[57.5 µM]
COc1ccc(CS(=O)c2nc(C)cc(C)c2S(C)(=O)=O)cc1 (stereo not given)	-4.8%
CCOC(=O)c1ccc(CNC(=O)Cn2nnc(-c3ccccc3)n2)o1	-3.3%
O=C1Nc2ccccc2C1Cc1ccccc1 (stereo not given)	8.0%[57.5 µM]
O=S(=O)(Nc1nc2ccccc2nc1Cl)c1ccc2c(c1)OCCO2	-0.4%[57.5 µM]
CCCN1C2CCCC1CC(NC(=S)Nc1ccc(OC)cc1)C2 (stereo not given)	3.7%
COC(=O)c1ccc(NC(=O)CNc2ccccc2)cc1	-3.3%
CCOC(=O)c1ccccc1NS(=O)(=O)c1ccc(OC)cc1	12.6%
O=C1CC(c2ccco2)=Nc2ccccc2N1	12.0%
CCOc1ccc(C(=O)Nc2cccc(C(=O)O)c2C)cc1Cl	11.9%
CCOCCN1CCN(c2c(CC)c(C)nc3cc(-c4cc(OC)cc(OC)c4)nn23)CC1	4.4%
Cn1c(SCC(N)=O)nnc1-c1ccc(C(C)(C)C)cc1	6.4%
COC(=O)C1CCN(C(=O)COC(=O)[C@@H]2CC(O)CN2S(=O)(=O)c2ccc3c(c2)OCCO3)CC1 (stereo not given in full)	-4.8%
CC(C)[C@H](NC(=O)c1ccco1)C(=O)NC12CC3CC(CC(C3)C1)C2	-4.8%
Cc1c(Cl)cccc1NC(=O)CCC(=O)NNC(=O)CCC(=O)O	7.0%
Clc1ccc(N=C2SCCS2)cc1	-7.6%[57.5 µM]
O=C(NCCC1=CCCCC1)C1CCC(CNc2c(N3CCCCC3)c(=O)c2=O)CC1 (stereo not given)	-0.2%[57.5 µM]
CC1/C(=N/O)CC(c2ccco2)NC1c1ccco1 (stereo not given)	3.9%
O=C(Cc1ccc(F)cc1)Nc1nnc(SCC(=O)NC2CCCC2)s1	-10.0%
O=C(Cc1cccs1)NNC(=O)c1ccc(F)cc1	1.1%
Cc1ccc(C(=O)OCC(=O)NCCC2=CCCCC2)cc1N	-4.1%
CC(NC(=S)NCc1ccc(F)cc1)C12CC3CC(CC(C3)C1)C2 (stereo not given)	9.4%
Cc1c(C)c(C)c(S(=O)(=O)n2[nH]c(=O)c(CCO)c2C)c(C)c1C	-0.6%
Cc1ccc(N2C(=O)C3C4C=CC(CNC(=S)N5CCN(c6ccccc6)CC5)(O4)C3C2=O)cc1 (stereo not given)	2.2%
CC(=O)N[C@@H](Cc1ccc(OC(F)(F)F)cc1)C(=O)O	-1.0%[57.5 µM]
O=C(NNC(=O)c1c(F)cccc1F)c1ccccc1OC(F)(F)F	-15.0%[57.5 µM]
COc1ccc(C(=O)c2cc(C(C)=O)c(Nc3ccccc3)s2)cc1	-0.6%
COc1ccc(N(CC(O)Cn2c(C)nc3ccccc32)S(=O)(=O)c2ccccc2)cc1 (stereo not given)	11.6%
Cc1ccc(-c2c(C(=O)NC(C)C)oc(=O)c3ccccc23)cc1	-1.0%
CCSc1nc2sc3c(c2c(=O)[nH]1)CCc1ccccc1-3	5.1%
O=[N+]([O-])c1ccc(N/N=C/c2ccccc2)c(F)c1	-10.1%
NNC(=O)/C(=C\c1ccc(Br)cc1)NC(=O)c1cccs1	4.3%
Cc1ccc2cccc(OCc3nnc(SCC(=O)O)n3C)c2n1	-14.9%
O=C(NCCSCc1ccccc1)c1ccccc1	7.8%
CNS(=O)(=O)c1cccc(C(=O)OCC(=O)Nc2ccc(Cl)cn2)c1	12.1%[57.5 µM]
Cc1ccc(-c2cc(C(F)(F)F)n3ncc(C(=O)O)c3n2)cc1	5.8%
Cc1ccc(S(=O)(=O)N2CCOCC2)cc1NC(=O)CN1CCC(Cc2ccccc2)CC1	-4.7%
Cc1ccc(C(=O)NCC(=O)NCC(=O)OCC(=O)c2cccs2)cc1	2.2%
Cc1ccc(-c2cc(C(=O)N3CCc4ccccc4C3)no2)cc1	2.2%
COc1ccc(S(=O)(=O)N2CCN(C(=O)COc3ccc4c(C)cc(=O)oc4c3)CC2)cc1	-8.2%[57.5 µM]
O=C(/C=C/Nc1ccccc1O)c1ccco1	9.2%[57.5 µM]
CCN(CC)CCNC(=O)COc1ccc(OC)cc1	7.3%
CCOc1ccccc1NC(=O)CN(C)S(=O)(=O)c1cnc[nH]1	-9.6%
Cc1cc(C)c2nc(NNC(=O)c3ccc(S(=O)(=O)N4CCCC(C)C4)cc3)sc2c1 (stereo not given)	-5.5%
COC(=O)CCC(=O)Oc1ccc(OC(=O)CCC(=O)OC)cc1	-3.2%
CCOC(=O)c1cnc(SCC(=O)c2ccc(C)cc2)nc1N	2.7%
CCOc1cc(/C=C/C(=O)Nc2ccc(C(=O)NCCN(CC)CC)cc2)ccc1OCC(C)C	-0.3%
COc1ccccc1OCCC(=O)OCC(=O)c1[nH]c(C)c(C(C)=O)c1C	1.5%
CCOC(=O)CON1C(=O)C(=O)N(OCC(=O)OCC)C2CCCCC21 (stereo not given)	-13.4%
Cc1nc2sc(C(=O)c3ccccc3)c(N)c2c(C)c1C	-8.6%
CCN(Cc1ccncc1)C(=S)Nc1ccccc1	?
Cc1ccc2cccc(OC(=O)/C=C\c3ccccc3)c2n1	9.2%
CCc1cccc(CC)c1NC(=O)c1cc(CN2C(=O)c3ccccc3C2=O)ccc1OC	-2.0%
CCCCSCc1cc(C(=O)O)oc1C(C)(C)C	-2.8%
O=[N+]([O-])c1cccc(S(=O)(=O)NCC2CCCO2)c1 (stereo not given)	-2.2%
Cc1cccc(CC2S/C(=N/c3cccc(C)n3)NC2=O)c1 (stereo not given)	3.2%[57.5 µM]
CCOC(=O)C(C(=O)NCC1CCCO1)C1CCCCC1 (stereo not given)	-5.3%
COC(=O)c1cc2sccc2n1CC(=O)N(C)c1ccccc1	2.8%
O=C(Cc1c(F)cccc1Cl)Nc1ccc(-n2cnnn2)cc1	-5.9%

Some of the entries so far, in markdown:
| Structure | ERK EGF inh |
| --- | --- |
| CCOC(=O)CON1C(=O)C(=O)N(OCC(=O)OCC)C2CCCCC21 (stereo not given) | -13.4% |
| Cc1nc2sc(C(=O)c3ccccc3)c(N)c2c(C)c1C | -8.6% |
| CCN(Cc1ccncc1)C(=S)Nc1ccccc1 | ? |
| Cc1ccc2cccc(OC(=O)/C=C\c3ccccc3)c2n1 | 9.2% |
| CCc1cccc(CC)c1NC(=O)c1cc(CN2C(=O)c3ccccc3C2=O)ccc1OC | -2.0% |

Three structures out of the list, arranged by SMILES length, high to low:
SMILES	ERK EGF inh
CCc1cccc(CC)c1NC(=O)c1cc(CN2C(=O)c3ccccc3C2=O)ccc1OC	-2.0%
O=[N+]([O-])c1cccc(S(=O)(=O)NCC2CCCO2)c1 (stereo not given)	-2.2%
CCCCSCc1cc(C(=O)O)oc1C(C)(C)C	-2.8%

Next part
SMILES	ERK EGF inh
C=CCN(CC=C)C(=O)CCc1nnc(CCc2c[nH]c3ccccc23)o1	-12.5%
CCOc1ccccc1CNCCO	15.7%
CC/C(C)=N/Nc1cccc([N+](=O)[O-])c1	4.7%
O=C(Nc1cccc(C(F)(F)F)c1)C(Sc1cccc[n+]1[O-])c1ccccc1 (stereo not given)	0.6%
O=C(NC1CCN(Cc2ccccc2)CC1)C1CCN(c2nnc(-n3cccc3)s2)CC1	5.7%
O=C1CN(C(=O)COc2ccccc2)CCN1	6.3%
O=C(COC(=O)Cc1ccc(Cl)cc1Cl)NCCC1=CCCCC1	-1.0%
CCC(=O)N1CCN(c2cc(NCC3CCCO3)c(F)cc2[N+](=O)[O-])CC1 (stereo not given)	0.5%
O=C(CSc1nc2ccccc2c(=O)[nH]1)Nc1ccccc1N1CCOCC1	-3.2%
CCC(C)N=CC1=C(O)C(C(=O)OC)C(C)(C)CC1=O (stereo not given)	2.8%

Source: PubChem BioAssay

The list is partial. The share of hits here may be higher or lower than overall.
